# Screens as filed in PubChem.
# Fam108B inh: mouse Fam108B serine hydrolase inhibitors, primary screen, counter-screen for RBBP9 inhibitor project, biochemical, fluorescence polarization; recombinant Fam108B, FP-Rh probe fluorescence polarization; 300,000 compounds, 0.33% hits; inhibition, % at 9.51 µM;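 active = inhibition above the screen mean inhibition plus 3 SD, computed separately per campaign, cut at about 18% in these data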;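 note: inhibitors lower polarization as less probe binds the enzyme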
# MCL1-BIM inh: inhibitors of MCL1 binding to BIM-BH3, primary screen, biochemical, fluorescence polarization; GST-MCL1 / FITC-Bim-BH3 fluorescence polarization; inhibition, % at 10.9 µM; 320,000 compounds, 0.68% hits; AID 2057, 2009;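 active = inhibition above the mean inhibition of all tested compounds plus 3 SD, set per campaign, cut at about 40% in these data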;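 note: 0% = DMSO wells and 100% = unlabeled Bim-BH3 peptide control; higher means more loss of mP so more displacement of Bim peptide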
# Target sequence (Q07820 whole entry, looked up): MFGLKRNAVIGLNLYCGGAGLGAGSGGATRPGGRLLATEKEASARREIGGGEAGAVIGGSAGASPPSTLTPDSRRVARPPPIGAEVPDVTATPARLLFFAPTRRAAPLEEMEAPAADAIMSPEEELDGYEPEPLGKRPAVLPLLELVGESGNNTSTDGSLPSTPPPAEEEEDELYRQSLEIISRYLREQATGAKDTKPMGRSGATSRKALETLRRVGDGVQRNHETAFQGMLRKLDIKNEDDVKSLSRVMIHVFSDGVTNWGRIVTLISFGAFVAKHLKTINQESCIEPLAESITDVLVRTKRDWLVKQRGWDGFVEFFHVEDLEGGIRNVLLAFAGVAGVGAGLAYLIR
# Efflux pump mplx: inhibitors of Candida efflux pumps in yeast, primary screen, S. cerevisiae, Nile Red, multiplex; S. cerevisiae Candida pump triplex; inhibition, % at 10 µM; 330,000 compounds, 0.44% hits; AID 485275, 2010;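 active = plate passing quality check with inhibition over a set limit, or well fluorescence over plate mean plus 4 SD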;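 note: Nile Red retained in pooled yeast measured as flow cytometry median fluorescence; 0% = buffer negative control and 100% = Enniatin B positive control; higher means more Nile Red kept so more efflux inhibition; some compounds called inactive have numbers as strong as hits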
# GRK2 inh: compounds blocking aptamer binding on GRK2 – biochemical, human GRK2, bead flow cytometry, HTS, primary screen | Beta-adrenergic receptor kinase 1 (Homo sapiens), P25098 | FAM-aptamer displacement from GRK2 | inhibition of aptamer binding, % at 10 µM | 330,000 compounds, 0.59% hits;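 active = inhibition of aptamer binding above 40%, roughly 3 SD of noise, on plates passing a quality check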;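 note: median bead fluorescence of bound FAM aptamer so fluorescent compounds give negative values; no value below 0 was filed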
# Target sequence (P25098 whole entry, looked up): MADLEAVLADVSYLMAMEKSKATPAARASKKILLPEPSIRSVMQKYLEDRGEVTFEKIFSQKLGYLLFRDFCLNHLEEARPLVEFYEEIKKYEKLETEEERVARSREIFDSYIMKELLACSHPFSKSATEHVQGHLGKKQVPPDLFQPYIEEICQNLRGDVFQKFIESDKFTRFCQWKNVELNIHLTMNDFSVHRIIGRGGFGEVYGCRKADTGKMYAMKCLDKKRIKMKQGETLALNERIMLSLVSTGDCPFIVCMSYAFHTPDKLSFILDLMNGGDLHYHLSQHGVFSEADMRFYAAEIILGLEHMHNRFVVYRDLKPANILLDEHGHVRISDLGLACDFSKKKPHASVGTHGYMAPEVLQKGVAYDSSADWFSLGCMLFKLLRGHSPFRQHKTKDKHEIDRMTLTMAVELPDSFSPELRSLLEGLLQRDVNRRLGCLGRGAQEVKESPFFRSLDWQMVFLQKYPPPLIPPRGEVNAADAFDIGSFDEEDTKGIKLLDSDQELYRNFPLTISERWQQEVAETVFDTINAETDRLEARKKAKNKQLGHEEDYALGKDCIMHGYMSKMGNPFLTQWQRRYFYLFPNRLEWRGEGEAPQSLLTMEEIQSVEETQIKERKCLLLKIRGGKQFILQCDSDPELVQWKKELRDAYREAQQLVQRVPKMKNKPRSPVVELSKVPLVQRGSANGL
# GLD-1 RNA inh: GLD-1/TGE RNA complex disruptors, primary screen, biochemical, fluorescence polarization | Female germline-specific tumor suppressor gld-1 (Caenorhabditis elegans), Q17339 | 320,000 compounds, 0.44% hits | purified GLD-1 + fluorescein TGE RNA | inhibition, % at 5.96 µM;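 active = percent inhibition above a per-plate cutoff, the plate mean of test compounds plus 3 SD, cut at about 30% in these data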;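 note: 0% = DMSO wells with GLD-1 and probe and 100% = wells lacking GLD-1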
# PME-1 primary: PME-1 inhibitors via competitive probe labeling, primary screen, biochemical, fluorescence polarization, FP-Rh probe, HTS; AID 2130, 2009; recombinant PME-1; 320,000 compounds, 0.53% hits; inhibition, % at 5.9 µM; Protein phosphatase methylesterase 1 (Homo sapiens), Q9Y570;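 active = inhibition above the campaign mean of all compounds plus 3 SD, cut at about 26% in these data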;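 note: competitive labeling of PME-1 active site by serine hydrolase directed probe; 0% = PME-1 with DMSO and 100% = wells lacking PME-1 enzyme; inhibitors block probe labeling so polarization falls and inhibition rises; many of its hits are not listed in these tables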
# VLA-4 inh: inhibition in human VLA-4 binding assay, primary screen, VLA-4 allosteric modulator project, MLPCN library, flow cytometry, VLA-4 expressing cells; 330,000 compounds, 0.2% hits; ligand binding flow cytometry; inhibition, % (about 7 µM as worked out from the volumes in the protocol); AID 2557, 2010; in the data active = inhibition above about 50%
# BCLXL inh: inhibitors of human Bcl-xL, primary screen, biochemical, fluorescence polarization, HTS | GST-Bcl-xL / FITC-Bim BH3 peptide fluorescence polarization | inhibition, % at 10.9 µM | AID 2129, 2009 | Bcl-2-like protein 1 (Homo sapiens), Q07817 | 320,000 compounds, 0.7% hits;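 active = inhibition above the mean of all tested compounds plus 3 SD, cutoff set per campaign, cut at about 30% in these data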;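 note: 0% = DMSO wells and 100% = unlabeled Bim-BH3 peptide competitor; inhibitors lower millipolarization by displacing the labeled peptide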
# MEX-5 binding: MEX-5 zinc finger RNA-binding disruptors – biochemical, C. elegans, fluorescence polarization, MLPCN library, primary screen. Zinc finger protein mex-5 (Caenorhabditis elegans), Q9XUB2. MEX-5/FITC-TCR2 RNA binding; stronger effect = lower value. activity score (negative = inhibition of binding), % at 10 µM. 300,000 compounds, 0.38% hits. AID 1832, 2009;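 active = inhibition past about -25% in most replicates, and total fluorescence under double the plate's negative control median, limit read from the data; inconclusive = replicates evenly split on the limit, or fluorescence at least double controls; inactive = too little inhibition in most replicates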;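 note: 0% = DMSO and -100% = 5 µM competing unlabeled TCR2 RNA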
# Active calls of the source: *; ? = inconclusive; . = no result given. Some of the compounds tested. The share of hits here may be higher or lower than overall.
SMILES	Fam108B inh	MCL1-BIM inh	Efflux pump mplx	GRK2 inh	GLD-1 RNA inh	PME-1 primary	VLA-4 inh	BCLXL inh	MEX-5 binding
Cc1c2ccccc2nc2c(F)c(NC(C)C)c(F)c(F)c12	1.6	139.0*	0.0	2.0	119.2*	2.4	-225.9	122.3*	-33.5*
Cc1ccc(N(Cc2ccc([N+](=O)[O-])cc2)C(=O)c2ccco2)cc1	-2.0	0.7	0.1	2.0	-4.2	3.7	2.2	-0.5	0.5
O=S(=O)(Nc1cccc2c1ccc1cccn12)c1cccs1	2.6	-0.6	-0.2	1.0	1.0	5.0	-21.0	5.8	0.8
CSCC(=O)Nc1nc(-c2ccc3c(c2)OCCO3)cs1	5.6	0.9	0.3	0.0	9.0	2.5	-2.9	6.6	0.5
COc1ccc2c(c1)C(C)CC(C)(C)N2C(=O)CSc1nc2ccccc2s1 (stereo unspecified)	0.1	-3.0	0.0	0.0	11.3	-0.5	11.7	-4.4	-4.3
O=C(CSc1ncnc2sc3c(c12)CCCC3)c1ccccc1	-2.0	0.0	0.0	0.0	5.6	-0.7	-8.1	0.1	-1.6
Cc1ccc(-n2c(SCC(=O)NCc3ccco3)nnc2-c2cccnc2)c(C)c1	2.5	0.5	0.3	0.0	2.3	-9.8	-0.6	-0.5	1.4
COc1cc(C)ccc1OCC(=O)NC1CCCCCC1	.	5.3	-0.1	0.0	0.7	-3.0	39.5	6.0	.
CN(CCC1CCOCC1)C(=O)C1CCC(=O)N(CCc2ccccc2)C1 (stereo unspecified)	2.1	-0.2	0.2	2.0	3.6	6.8	3.3	3.1	0.0
Cn1c(=O)n(C)c2cc(/C=N/n3cnnc3)ccc21	-0.2	6.2	-0.1	5.0	0.4	-1.5	-5.9	4.3	-1.6
CCc1nnc(NC(=O)C23CC4CC(CC(C4)C2)C3)s1	2.2	0.5	-0.1	9.0	9.4	-3.6	-12.4	-0.5	0.9
COc1ccccc1-c1ccc(SCC(=O)NC2CCCC2)nn1	-2.2	-6.4	0.0	0.0	-3.3	-5.7	-12.3	-2.4	1.5
Cn1cccc1/C=C1\SC(=O)N(CC(=O)Nc2ccc(Cl)cc2)C1=O	-12.9	-18.7	0.0	1.0	5.0	-13.0	2.5	-4.6	-4.5
CCCCC(=O)Nc1cccc(-c2cn3ccsc3n2)c1	0.8	6.3	-0.3	1.0	-5.2	5.3	14.7	2.6	0.7
COc1ccc(OC)c(NC(=O)CSc2nc3cccnc3n2C)c1	7.0	1.4	0.1	2.0	2.5	-0.7	3.5	1.7	-0.6
COc1ccc2c(c1OC)C(=O)N1C2SC[C@H]1C(=O)NC1CCCC1 (stereo partly specified)	0.4	-4.6	0.1	4.0	-1.2	2.0	-9.7	1.2	3.8
COc1ccccc1C(=O)NC(=S)N1CCc2ccccc21	-3.1	0.2	0.1	0.0	5.9	0.5	-5.9	0.4	0.7
CCOc1cc(C2Nc3cccc4cccc(c34)N2)ccc1O	63.2*	23.9	-0.1	1.0	0.3	23.4	8.6	18.5	-0.5
CC(c1ccccc1)C1C(C#N)=C(N)OC2=C1C(=O)CC(C)(C)C2 (stereo unspecified)	-2.3	-6.4	-0.1	0.0	3.5	2.8	-1.6	0.8	-1.7
COc1cc(-c2nc3ccccn3c2N)ccc1O	-0.5	17.0	-0.2	2.0	-1.4	2.2	3.3	4.5	-0.9
CCn1c(SCC(=O)Nc2ccccc2OC)nc2ccccc2c1=O	2.7	2.5	-0.1	5.0	-1.9	-4.1	11.5	3.5	0.5
O=C(COc1ccccc1Cl)NCCCNC(=O)c1cnccn1	1.6	-1.5	0.2	3.0	-4.1	-1.0	3.2	1.4	0.6
Cc1ccc(C)c(CNS(=O)(=O)c2c(C)[nH]c(C)c2C(=O)N2CCCC2)c1	-1.4	4.5	0.0	0.0	4.7	0.6	23.4	6.7	-1.0
Cn1cnc2nc3n(c2c1=O)CCC3	0.4	1.7	-0.1	0.0	-7.5	3.3	-5.5	3.7	1.3
Oc1ccc(NC(=S)Nc2ccc(O)cc2)cc1	-2.2	6.9	-0.1	4.0	6.3	0.1	17.6	9.6	0.0
COc1ccc(NC(=O)CN(C)C(=O)c2ccc(-c3cccc(C(F)(F)F)c3)o2)cc1	-2.7	-1.5	-0.5	10.0	10.3	-3.7	14.2	-0.6	-2.7
COCc1cc(C)nc(NCCc2ccccc2)c1C#N	1.3	2.1	0.0	0.0	-6.5	-3.4	0.9	2.8	2.6
O=C(C[n+]1ccc(-c2cc(C(=O)Nc3cccc(C(F)(F)F)c3)c3ccccc3n2)cc1)c1cccc([N+](=O)[O-])c1	4.6	-10.9	0.4	0.0	7.0	8.6	-1.2	-3.0	1.7
CCC(CC)C(=O)Nc1cc([N+](=O)[O-])ccc1F	-0.6	1.2	-0.1	0.0	1.8	0.3	5.0	-0.2	-4.7
Cc1cccc(NC(=S)N/N=C2/CCCCc3ccccc32)c1	1.2	6.2	0.0	0.0	4.3	-4.5	21.2	4.7	-0.5
COc1ccc(CCNC(=O)c2cc3c(=O)n4ccccc4nc3n(CCCN3CCOCC3)c2=N)cc1	3.6	5.3	-0.2	0.0	-3.8	2.4	-103.4	2.3	0.6
COc1cc(NC(=S)N2CCN(C)CC2)cc(OC)c1	-3.9	-16.3	0.6	5.0	-4.6	-9.1	13.8	-11.9	2.3
O=C(O)C1CCCC2CN3CCc4c([nH]c5ccccc45)C3C(O)C21 (stereo unspecified)	14.2	104.0*	0.0	5.0	34.8*	11.5	-7.9	86.4*	-9.9
O=C(Nc1cc(=O)[nH]c2ncnn12)c1ccc(Cl)cc1Cl	-6.6	10.1	-0.1	5.0	4.1	-6.8	2.1	5.8	?
COc1ccc(NC(=O)CSc2nc3ccccc3c(=O)n2CCNC(C)=O)c(OC)c1	2.0	7.0	-0.1	3.0	3.5	-2.9	7.1	5.0	0.4
CCn1c(SCc2nc3sc(C(=O)O)c(C)c3c(=O)[nH]2)nnc1-c1ccc(Cl)cc1	1.7	-3.5	-0.1	2.0	5.0	0.8	2.0	-1.1	4.4
CCOc1ccc(C(C)C)cc1S(=O)(=O)N1CCN(C(=O)c2ccco2)CC1	-6.9	11.3	-0.1	0.0	-3.5	-7.2	4.3	0.4	-1.1
CCCCN(Cc1cc2ccccc2[nH]c1=O)S(=O)(=O)c1ccc(C)cc1	-2.5	4.2	0.1	2.0	5.3	-6.9	41.8	2.5	-0.4
COc1ccc(NS(=O)(=O)c2cccc(Cl)c2Cl)cc1S(=O)(=O)N1CCCCC1	0.4	-7.4	-0.1	2.0	4.2	19.1	-7.8	2.8	1.1
O=C(O)c1cccc(O)c1O	-6.0	9.4	0.0	0.0	2.1	-3.8	8.4	3.4	-4.2
CC1CC(C)CN(CCCNC(=O)Cn2ncc3c(=O)oc4ccccc4c32)C1 (stereo unspecified)	-0.4	11.7	0.0	0.0	-0.1	-2.6	3.2	3.7	-0.5
O=C(CSCc1ccc([N+](=O)[O-])cc1)Nc1ccccc1C(=O)O	-2.2	2.6	0.1	1.0	4.4	6.5	0.4	4.0	-2.2
CCCC(=O)c1ccc(N2CCN(C(=O)c3ccc(Br)cc3)CC2)c(F)c1	0.6	1.0	-0.1	0.0	7.4	2.1	21.3	5.7	0.3
O=C(Nc1ccccc1C(=O)Nc1ccccn1)c1cc(F)c(F)cc1Cl	.	.	0.1	0.0	.	.	-5.7	.	2.7
CC(C)c1ccc(/C=N/NC(=O)c2nnn(-c3nonc3N)c2CSC2=NCCS2)cc1	-27.7	8.7	-22.7	0.0	0.2	-36.4	2.3	5.5	1.7
C/C(=C\C(=O)c1ccccc1)Nc1ccc(Cl)c(Br)c1	0.2	-2.9	-0.1	5.0	-2.8	-4.3	12.1	-1.1	1.6
COc1ccc(NC(=O)Nn2cnnc2)cc1OC	2.4	4.2	0.2	.	5.8	-0.9	-0.8	4.4	-0.4
CCOC(=O)C1CCCN(C(=O)c2ccc([N+](=O)[O-])c(C)c2)C1 (stereo unspecified)	-0.8	4.8	0.0	0.0	0.5	-2.1	5.0	0.6	3.6
O=C(Nc1cccc(S(=O)(=O)N2CCCCC2)c1)C1=NN(c2ccccc2)C(=O)CC1	.	1.0	-0.4	2.0	6.6	5.1	4.6	3.1	.
Cc1cccc(OCc2nnc(SCc3nc4cc(C(F)(F)F)ccc4c(=O)[nH]3)o2)c1	-8.3	-12.7	0.2	0.0	-9.7	-10.2	-8.5	-9.2	-3.3
Cc1ccccc1OCCN1C(=O)C(=O)c2cccc(C)c21	-1.5	8.6	-0.3	0.0	1.1	-6.3	22.5	3.8	2.3
Cc1cc(C)c(NC(=O)COc2ccc(-n3cnnn3)cc2)c(C)c1	0.9	9.1	0.0	9.0	4.2	-4.2	-12.6	4.3	1.0
O=C(Nc1ncc(Cc2cccc([N+](=O)[O-])c2)s1)c1ccco1	-1.0	4.8	0.1	0.0	3.6	-0.1	26.2	0.2	-0.9
Cc1ccnc(NS(=O)(=O)c2cc(C(F)(F)F)ccc2Cl)c1	-4.0	1.9	-0.1	0.0	-5.9	2.2	-4.4	-2.6	1.3
O=C1CSC(c2ccccn2)N1c1ccccc1F (stereo unspecified)	0.6	0.1	0.0	5.0	-5.8	-9.8	1.0	-0.7	-2.3
CCn1c(/C=C/N(C)c2ccccc2)[n+](CC)c2ccc(Cl)cc21	0.6	-19.4	-0.1	0.0	-18.7	4.6	6.7	-14.3	-2.3
CCN1C(=O)CSC1=Nc1ccccc1Cl	.	.	0.0	3.0	.	.	0.8	.	0.4
CC1(c2ccccc2)NC(=O)N(CC(=O)N2CCN(S(=O)(=O)c3c(F)cccc3F)CC2)C1=O (stereo unspecified)	.	.	-0.3	3.0	2.0	.	-13.7	.	.
CCCCN(C(=O)Cc1coc2cc(C)c(C)cc12)c1c(N)n(Cc2ccccc2)c(=O)[nH]c1=O	-3.8	5.8	0.0	0.0	7.7	-2.6	6.7	8.5	0.8
COc1ccc(-c2cc3nc(C)c(CCC(=O)NCc4ccco4)c(C)n3n2)c(OC)c1	2.1	0.8	0.3	3.0	4.6	0.1	6.7	6.7	-0.7
CC(C)Cn1nc(C(=O)Nc2nnc(C3CC3)s2)c2ccccc2c1=O	.	0.0	0.9*	1.0	-5.0	0.1	0.0	0.9	.
CCn1cc(C(=O)NCCCN2CCN(C)CC2)c(=O)c2cc(S(=O)(=O)N3CCc4ccccc4C3)ccc21	-1.8	0.9	-0.1	0.0	-1.8	7.3	11.7	-3.5	-2.4
